# Compound activity deposited in PubChem BioAssay by Broad Institute.
# PAX8 reporter: inhibitors of PAX8-driven TPO luciferase reporter, primary screen, RMG-I cells, single concentration. inhibition, % at 12.6 µM. SteadyGlo, 24 h. AID 652154, 2013. 1.2% of 360,000 active;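 active = mean replicate inhibition at least 60% with every replicate also reaching 60%; inconclusive = only one of the two criteria is met; inactive = mean below 60% and not all replicates reaching 60%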;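 also: luciferase light reporting Pax8 driven TPO promoter activity; plate controls were median of neutral control wells for no effect and mitoxantrone controls for full effect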
# LGR2 antag: inhibitors of bursicon-induced LGR2 CRE-luciferase signal, primary screen, cell-based, HEK293, CRE-luciferase reporter, bursicon stimulation; Drosophila bursicon receptor LGR2 (rickets); bursicon-stimulated, 4 h; inhibition, % at 9.99 µM; 0.35% of 380,000 active; AID 720647, 2013;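 active = drop in luminescence signal, shown as inhibition above about 50% in the replicate tests, limit read from the data, passing the limit was not always enough; inconclusive = probably only some replicates passing the limit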;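 also: agonist challenge used bursicon conditioned medium at about half maximal strength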
# PGC1a acetyl inh: inhibitors of PGC1a acetylation signal, primary screen, cell-based, U2OS, AlphaScreen, inhibitor mode | inhibition, % at 15.6 µM | AlphaScreen anti-acetyl-lysine; with virally co-expressed GCN5 acetyltransferase | 0.17% of 350,000 active;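 active = every replicate shows inhibition of at least 40%; inconclusive = mean inhibition at least 40% but some replicate below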;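 also: 0% = neutral control wells and 100% = positive control wells; some results beyond the cut were filed as inactive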
# Cneo AK release: Cryptococcus neoformans cell lysis inducers, primary screen, AK release luminescence, single concentration. C. neoformans lysis, adenylate kinase release luminescence, 4 h; normalised: neutral wells 0, clomiphene wells 100. lysis activity, % at 15 µM. 0.2% of 360,000 active;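 active = mean lysis activity across replicates of at least 80%, whatever share of replicates individually reach that level; inactive = mean lysis activity below 80%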
#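 Material: C. neoformans cells; Schedule: 4 h static compound exposure, 37 °C, read 1 h post-reagent; Measured by: adenylate kinase release luminescence; Read-out: signal increase indicating cell lysis; Controls: Clomiphene as positive lysis control.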
# EWS-Fli block: EWS/Fli-driven NR0B1 reporter inhibitors, primary screen, A673 cells, NR0B1 luciferase, luminescence, MLPCN library | viability-normalised | inhibition, % at 12.6 µM | 0.67% of 350,000 active | AID 651661, 2012;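 active = mean inhibition of at least 50% after viability correction, with every replicate also passing that limit; inconclusive = mean reaches 50% but only one of two replicates passes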;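 also: firefly luciferase signal divided by Alamar Blue viability fluorescence both relative to DMSO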
# FN deposit inh: inhibitors of fibronectin matrix deposition, primary screen, AH1F cells, Alexa488-fibronectin fluorescence, plate reader. AH1F fibroblasts, overnight. inhibition, % at 12.6 µM. 0.086% of 350,000 active. AID 743247, 2014;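 active = mean inhibition across replicates of 30% or more, regardless of how many single replicates reach that level; inconclusive = mean under 30% yet at least half of replicates reach 30%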;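 also: positive control wells lacked labelled fibronectin entirely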
#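 Measured by – fluorescence 485/525 nm · System – AH1F fibroblast monolayer, labelled fibronectin deposition · Amount – 10000 cells per well · Buffer or medium – serum-reduced DMEM (2% serum) · Doses – single dose, pinned · Also added – fluorescent fibronectin at 24 nM final · Schedule – 1 h cell attachment, overnight exposure to compound and label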
# CASP6 VEID inh: human caspase-6 inhibitors, primary screen, biochemical, VEID-R110 fluorescence, single point, set 2; P55212; purified caspase-6, Z-VEID-R110 cleavage fluorescence; inhibition, % at 12.5 µM; 0.53% of 350,000 active;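 active = mean inhibition across replicates at least about 35%, with every replicate also reaching that limit, limit read from the data; inconclusive = only one of the two criteria met; inactive = neither criterion met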;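 also: 0% = median of neutral control wells and 100% = no fluorescence left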
# Target sequence (P55212 24-179 limits assumed): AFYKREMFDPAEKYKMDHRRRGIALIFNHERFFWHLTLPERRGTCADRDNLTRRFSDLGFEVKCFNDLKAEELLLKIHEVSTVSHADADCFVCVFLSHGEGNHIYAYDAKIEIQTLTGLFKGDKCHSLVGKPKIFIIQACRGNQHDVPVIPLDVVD
# Target sequence (P55212 194-293 limits assumed): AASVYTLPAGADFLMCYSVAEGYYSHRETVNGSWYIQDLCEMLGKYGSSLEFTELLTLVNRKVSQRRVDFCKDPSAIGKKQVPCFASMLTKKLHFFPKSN
# miR122 inh: miR-122 Renilla sensor signal increase in Huh7, primary screen, miR-122 inhibitor project, cell-based, single point, plate reader | activation (reporter increase), % at 12.5 µM | 0.3% of 340,000 active | AID 602342, 2012 | Huh7 miR-122 Renilla luciferase sensor, 48 h; neutral wells = 0, positive control = 100;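 active = mean replicate activation score at least 90 and every replicate individually at or above 90; inconclusive = only one of the two criteria met; inactive = neither criterion met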;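 also: higher luciferase means less miR-122 activity so hits act as miR-122 inhibitors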
# * = called active by the depositor; ? = inconclusive; / = not tested or not shown; [ ] = another dose, or the depositor's remark.
1	C[C@@H](NC(=O)C[C@@H]1CC[C@@H]2[C@H](COC[C@H](O)CN2C(=O)Nc2cccc(F)c2)O1)c1ccccc1
2	O=C(NC[C@H]1CC[C@@H]2[C@@H](CN2S(=O)(=O)c2ccccc2[N+](=O)[O-])O1)C1CCC1
3	CC1(C)CC(=O)C2=C(C1)NC(=O)CC2
4	CCOC(=O)C1=CCN(S(=O)(=O)c2ccc(Br)cc2)C1c1cccc(F)c1 (configuration not stated)
5	Cc1ccc(C)c(S(=O)(=O)N2CCCC2CNC(=O)C(=O)NC2CCCC2)c1 (configuration not stated)
6	C[C@@H]1CCCCO[C@@H](CN(C)S(=O)(=O)c2ccc(F)cc2)[C@H](C)CN([C@H](C)CO)C(=O)c2cc(NS(=O)(=O)c3cccs3)ccc2O1
7	CC(C)NC(=O)Nc1ccc2c(c1)C(=O)N([C@@H](C)CO)C[C@H](C)[C@H](CN(C)Cc1ccc(Cl)c(Cl)c1)OCCCC[C@@H](C)O2
8	Cc1ccc2nc(NCc3ccccc3)[nH]c2c1

entry no.	1	2	3	4	5	6	7	8
PAX8 reporter	-69	0	-12	15	6	49	16	-37
LGR2 antag	-6	/	-13	19	1	-23	17	/
PGC1a acetyl inh	3	6	/	/	/	-10	-3	-5
Cneo AK release	-1	/	/	/	-1	-1	-4	-3
EWS-Fli block	-45	2	-5	-2	-3	12	5	/
FN deposit inh	-2	/	5	4	1	/	2	5
CASP6 VEID inh	0	0	38*	3	-1	2	1	/
miR122 inh	2[16.7 µM]	/	/	/	/	-11[16.7 µM]	9[16.7 µM]	39

9	O=C1CC(c2ccccc2)CC(O)=C1C=Nc1cccc(Cl)c1 (configuration not stated)
10	C[C@@H]1CN([C@@H](C)CO)C(=O)c2cccc(NS(C)(=O)=O)c2O[C@@H]1CN(C)Cc1ccc(C(=O)Nc2ccccc2N)cc1
11	Cc1ccc(-c2ccc3c(c2)O[C@@H](CN(C)C(=O)Nc2ccccc2)[C@H](C)CN([C@@H](C)CO)S3(=O)=O)cc1
12	COc1ccc(-c2nc(=S)c3ccc4ccccc4c3[nH]2)cc1
13	Cc1ccc(S(=O)(=O)N(C)C[C@@H]2OCCCC[C@H](C)Oc3ccc(NS(C)(=O)=O)cc3C(=O)N([C@@H](C)CO)C[C@@H]2C)cc1
14	COCC(=O)N1CC2(CCN(Cc3ccccc3)CC2)c2c([nH]c3cc(OC)ccc23)[C@@H]1CO
15	C[C@@H]1CN([C@@H](C)CO)C(=O)c2cccc(NC(=O)c3cnccn3)c2O[C@H]1CN(C)C(=O)Nc1ccc(F)cc1
16	CC(C)S(=O)(=O)C1=NSC2=NC(=O)/C(=C\c3ccc(OC(=O)c4ccco4)cc3)C(=N)N21

entry no.	9	10	11	12	13	14	15	16
PAX8 reporter	-1	/	42	2	-13	/	4	-5
LGR2 antag	1	-13	13	/	-14	8	4	9
PGC1a acetyl inh	/	12	12	/	?	-2	-17	-7
Cneo AK release	/	1	-2	/	0	/	-2	-4
EWS-Fli block	16	-11	27	26	-7	-11	2	/
FN deposit inh	/	/	13	-1	-4	5	/	3
CASP6 VEID inh	1	-1	-5	0	-1	-1	2	14
miR122 inh	/	45[16.7 µM]	/	/	-8[16.7 µM]	/	-7[16.7 µM]	1

17	Cc1ccc(N(Cc2ccccc2O)C(=O)c2ccccc2F)cc1
18	CC#CCCCC(=O)Nc1ccccc1C(=O)O
19	O=C(O)c1ccc(/C=C2\SC(=Nc3ccccc3)N(c3ccccc3)C2=O)cc1
20	O=S(=O)(N[C@H]1CC[C@H](CCn2cc(-c3cccc(F)c3)nn2)O[C@H]1CO)c1ccc(Cl)cc1
21	Cc1noc(C)c1S(=O)(=O)Nc1ccc2c(c1)C(=O)N([C@@H](C)CO)C[C@H](C)[C@@H](CN(C)C)OCCCC[C@H](C)O2
22	COc1ccc(CCNc2nc(C)nc3c2nnn3Cc2ccccc2)cc1
23	Cc1ccc(C(=O)Nc2ccncc2)c(C)c1
24	CC1CC(C)(C)NC(=S)N1CCC(=O)N1CCc2ccccc2C1 (configuration not stated)

entry no.	17	18	19	20	21	22	23	24
PAX8 reporter	10	-52	-27	-3	-11	19	21	15
LGR2 antag	-6	/	/	17	0	6	5	-4
PGC1a acetyl inh	-5	/	/	5	10	5	/	5
Cneo AK release	0	-1	/	0	2	-8	0	/
EWS-Fli block	8	/	-3	-7	-14	11	-11	9
FN deposit inh	-8	4	1	/	8	8	3	8
CASP6 VEID inh	1	/	4	-1	-5	-4	0	-1
miR122 inh	10	-32	/	/	2[16.7 µM]	4	2	/

# Whole records as entered above. Order of values: PAX8 reporter | LGR2 antag | PGC1a acetyl inh | Cneo AK release | EWS-Fli block | FN deposit inh | CASP6 VEID inh | miR122 inh
# `CC(C)NC(=O)Nc1ccc2c(c1)C(=O)N([C@@H](C)CO)C[C@H](C)[C@H](CN(C)Cc1ccc(Cl)c(Cl)c1)OCCCC[C@@H](C)O2` is entered as 16 | 17 | -3 | -4 | 5 | 2 | 1 | 9[16.7 µM]
# `Cc1ccc(C)c(S(=O)(=O)N2CCCC2CNC(=O)C(=O)NC2CCCC2)c1` (configuration not stated) is entered as 6 | 1 | / | -1 | -3 | 1 | -1 | /
# `CC(C)S(=O)(=O)C1=NSC2=NC(=O)/C(=C\c3ccc(OC(=O)c4ccco4)cc3)C(=N)N21` is entered as -5 | 9 | -7 | -4 | / | 3 | 14 | 1
# `COCC(=O)N1CC2(CCN(Cc3ccccc3)CC2)c2c([nH]c3cc(OC)ccc23)[C@@H]1CO` is entered as / | 8 | -2 | / | -11 | 5 | -1 | /
# `CC1(C)CC(=O)C2=C(C1)NC(=O)CC2` is entered as -12 | -13 | / | / | -5 | 5 | 38* | /

# The results go on:
25	Cc1ccc(S(=O)(=O)NCC[C@@H]2CC[C@H](NC(=O)CCN3CCCCC3)[C@@H](CO)O2)cc1
26	COc1ccc(Cc2nnc(SC)[nH]c2=O)cc1OC
27	CCOC(=O)c1[nH]c2c(c1C)C(=O)CC(c1ccc(OC)c(OC)c1)C2 (configuration not stated)
28	COc1cccc(S(=O)(=O)Nc2ccc3c(c2)C(=O)N(C)C[C@H](OC)[C@@H](C)CN(Cc2ccccc2F)[C@H](C)CO3)c1
29	CCCCOc1ccc(N(CC(=O)NC2CCCCC2)C(=O)CCC(=O)Nc2ccccn2)cc1
30	CC(C)[C@H](NC(=O)c1ccccc1)C(=O)OCC(=O)c1ccccc1F
31	O=C(Cn1ncc2c([nH]c3ccccc32)c1=O)N1CCN(c2ccccn2)CC1
32	O=C(Nc1ccc(Cl)cc1)c1ccc(Br)cc1F

entry no.	25	26	27	28	29	30	31	32
PAX8 reporter	-2	6	/	2	11	-13	11	-145
LGR2 antag	9	/	-11	-1	7	-9	-3	/
PGC1a acetyl inh	6	4	10	-4	19	7	/	/
Cneo AK release	-3	2	1	3	3	/	/	/
EWS-Fli block	-2	/	/	6	4	-3	-1	-87
FN deposit inh	5	15	/	-6	-2	-3	1	5
CASP6 VEID inh	-1	/	/	5	0	4	0	3
miR122 inh	/	4	-7	/	1	/	/	/

33	OC(c1cccc(Cl)c1)c1nc(-c2ccoc2)cs1 (configuration not stated)
34	COc1cccc(CN(C)CC(=O)Nc2ccccc2N2CCOCC2)c1OC
35	Cc1ccc(C(=O)N(CC(=O)NC2CCCC2)c2ccc3c(c2)OCCO3)s1
36	CC(C)(C)S(=O)N1C[C@@H]2CC(=O)C(CCO)=C2[C@H]1CCO (some centres not stated)
37	CCc1cccc2c1NC(=O)C2=O
38	COC(=O)C1CCN(Cc2nnc(-c3ccccc3)o2)CC1
39	COc1ccc(S(=O)(=O)N[C@H]2C=C[C@@H](CC(=O)NCCc3ccccc3)O[C@H]2CO)cc1
40	O=C(COc1ccc2ccc(=O)oc2c1)NCc1ccccn1

entry no.	33	34	35	36	37	38	39	40
PAX8 reporter	-5	0	5	-10	9	-3	5	-46
LGR2 antag	-3	/	13	-2	-11	-7	-5	-2
PGC1a acetyl inh	-9	/	1	/	5	?	1	-3
Cneo AK release	3	-1	/	/	0	5	-1	5
EWS-Fli block	-2	11	2	-3	36	-13	7	4
FN deposit inh	3	-12	5	0	/	3	/	7
CASP6 VEID inh	10	1	0	-5	2	2	-1	0
miR122 inh	-8	27	/	/	-6	-5	/	-5

41	CC(C(=O)C12CC3CC(CC(C3)C1)C2)N1CCOCC1 (configuration not stated)
42	O=C1CCC(C(=O)N2CCCCO2)CN1CCc1ccc(Cl)cc1 (configuration not stated)
43	COc1ccc(-c2noc(C3CCCN(C(=O)c4ccc(F)cc4)C3)n2)cc1 (configuration not stated)
44	N#Cc1c(Cl)cccc1N1CCCC1
45	Cc1c(C(=O)NCCCN2CCOCC2)sc2nc(-c3ccc(F)cc3)cn12
46	Cc1ccc(S(=O)(=O)N2CCN(c3ncccn3)CC2)c(C)c1
47	CCOC(=O)C1(Cc2ccccc2C)CCCN(S(=O)(=O)CC)C1 (configuration not stated)
48	COc1ccc(Nc2nnc(SCC(=O)N(CC(C)C)C3CCS(=O)(=O)C3)s2)cc1 (configuration not stated)

entry no.	41	42	43	44	45	46	47	48
PAX8 reporter	-16	-14	-29	3	/	8	-27	-78
LGR2 antag	18	8	-29	/	-6	4	-8	-1
PGC1a acetyl inh	/	-6	-11	9	0	-23	/	1
Cneo AK release	-1	2	-1	-5	-1	-1	0	0
EWS-Fli block	8	/	-27	5	/	7	-6	-14
FN deposit inh	1	/	-1	-2	0	-6	-4	-3
CASP6 VEID inh	3	-5	1	-4	-1	0	-1	3
miR122 inh	-1	-3	-4	-5	/	2	/	0

49	COc1ccc(OCC(=O)Nc2cc(OC)ccc2N2CCCCC2)cc1
50	O=C(NCCc1ccc(Cl)cc1)Nc1cccc(Cl)c1
51	Cc1cc(C(=O)Nc2cccc(C(=O)O)c2)c(C)o1
52	C[C@H]1CN([C@@H](C)CO)C(=O)c2cccc(NC(=O)Nc3ccc4c(c3)OCO4)c2O[C@@H]1CN(C)Cc1ccc2c(c1)OCO2
53	C[C@H](CO)N1C[C@H](C)[C@H](CN(C)C(=O)Nc2ccc3c(c2)OCO3)Oc2ncc(-c3cccc(F)c3)cc2C1=O
54	C[C@@H]1CN([C@H](C)CO)C(=O)c2cc(NC(=O)Nc3cccc4ccccc34)ccc2O[C@@H](C)CCCCO[C@H]1CN(C)Cc1ccc2c(c1)OCO2
55	COc1cccc(S(=O)(=O)N2C[C@H](O)COC[C@@H]3O[C@H](CC(=O)N4CCOCC4)CC[C@H]32)c1

entry no.	49	50	51	52	53	54	55
PAX8 reporter	-2	/	/	-30	/	69*	-1
LGR2 antag	-3	1	/	13	1	4	1
PGC1a acetyl inh	/	-8	-13	3	-2	5	-3
Cneo AK release	1	-1	-1	-2	5	0	1
EWS-Fli block	-17	/	/	-13	-7	?	3
FN deposit inh	-9	/	0	/	-2	/	-6
CASP6 VEID inh	-4	/	/	-1	-4	/	1
miR122 inh	/	-1	-19	17[16.7 µM]	-3[16.7 µM]	-17[16.7 µM]	1[16.7 µM]

# Not a hit list; overall some 2.5% were active at least once.
